MBNL1-CUG inh: qHTS Assay for Inhibitors of MBNL1-poly(CUG) RNA binding; Muscleblind-like protein 1 (Homo sapiens), Q9NR56; TR-FRET MBNL1-His/biotin-(CUG)12 binding, 665/545 ratio; Potency, µM (highest dose often 57.5 µM), for the others: at the highest dose activity change, negative = inhibition, usual class: inhibitors; 280,000 compounds, 0.036% hits; AID 2675, 2010; active = well fitted inhibition curve with a large enough effect in the signal ratio, with a control signal flat, not every such curve was filed as active; inconclusive = small, poorly fitted or top-dose-only effect, or effect the other way, or a change in a side signal; inactive = no such curve, though single readings can be large or run the other way; the % refers to the signal ratio; also: % is scaled to controls: 0 for no effect and ±100 for the full control effect
Target sequence (Q9NR56 whole entry, looked up): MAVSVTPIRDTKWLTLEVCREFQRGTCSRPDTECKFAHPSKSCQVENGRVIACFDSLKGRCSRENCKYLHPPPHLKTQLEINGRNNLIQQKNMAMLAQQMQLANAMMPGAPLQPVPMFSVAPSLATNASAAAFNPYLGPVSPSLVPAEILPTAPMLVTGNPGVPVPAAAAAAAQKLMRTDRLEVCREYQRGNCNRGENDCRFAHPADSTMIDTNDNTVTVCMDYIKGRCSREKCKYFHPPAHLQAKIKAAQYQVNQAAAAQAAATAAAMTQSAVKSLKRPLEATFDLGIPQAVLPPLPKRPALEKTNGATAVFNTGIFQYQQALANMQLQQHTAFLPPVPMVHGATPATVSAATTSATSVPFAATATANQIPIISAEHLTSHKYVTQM
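TR-FRET readout: Ex 340 nm, 665/545 nm emission ratio, normalized to buffer-only (basal) and MBNL1-(CUG)12 controls. Complex of MBNL1-His with Biotin-(CUG)12, compounds 92 nM–58 uM, incubated 60 min at room temperature.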
Rab9 prom act: qHTS Assay for Rab9 Promoter Activators | Huh7 Rab9 promoter-luciferase reporter, luminescence, 24 h | Potency, µM (highest dose often 9.22 µM), for the others: at the top dose activation, negative = inhibition, usual class: activators | 320,000 compounds, 2.8% hits | AID 485297, 2010; also: % of control where 0% means no effect; nearly all actives have a fitted effect of over 60% in size
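Using Huh7 cells stably transfected with Rab9 promoter–luciferase, compounds were incubated 24 h at 37 °C, 5% CO2; luciferase luminescence was read 10 min after reagent addition.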
NPC1 prom act: qHTS Assay for NPC1 Promoter Activators | Huh7 NPC1 promoter luciferase reporter, 24 h | Potency, µM (titrated, usually from 9.22 µM), for the others: at the highest dose activation, hits mostly activators | 320,000 compounds, 2.4% hits;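 also: % of control where 0% means no effect; nearly all actives have a fitted effect of over 60% in size; reporter is driven by a mutant NPC1 promoter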
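Quantitative HTS used a cell-based reporter: Huh7 cells stably bearing the NPC1 promoter upstream of luciferase were treated with compounds for 24 h, and promoter activation was read as luminescence.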
p53 reactivation: qHTS assay for re-activators of p53 using a Luc reporter | H1299 p53-A138V BP100-luciferase reporter, luminescence, 24 h | Potency, µM (highest dose often 92.2 µM), inactives show at the top dose activity change, positive = activation, most hits filed as activators | 320,000 compounds, 0.063% hits | AID 504706, 2011; also: % of control where 0% means no effect; nearly all actives have a fitted effect of over 45% in size
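H1299 (p53-null), stable ts p53-A138V + BP100-Luc; 1000 cells/well, Opti-MEM/10% FBS; cpd 4 pt, 1:5; 24 h, 37 deg C, 5% CO2; detection reagent 10 min RT; luminescence.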
MLL CXXC-DNA inh: qHTS Fluorescence Polarization Assay for Inhibitors of MLL CXXC domain - DNA interaction | Histone-lysine N-methyltransferase 2A (Homo sapiens), Q03164 | MLL-CXXC / FITC-HOXA9 DNA fluorescence polarization | Potency, µM (highest dose often 115 µM), for inactives: at the top dose activity change, negative = inhibition, usual class: inhibitors | 290,000 compounds, 0.037% hits | AID 2662, 2010; active = well fitted inhibition curve with a large enough effect in the polarisation, with a control signal flat, not every such curve was filed as active; inconclusive = small, poorly fitted or top-dose-only effect, or effect the other way, or a change in a side signal; inactive = no such curve, though single readings can be large or run the other way; the % refers to the polarisation
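Fluorescence polarization: 7 uM MLL-CXXC (stock) preincubated 5 min with compounds, then 50 nM fluorescein-HOX-A9 DNA (stock) added; 30 min ambient. Buffer 50 mM Tris-HCl pH 7.5, 50 mM NaCl, 1 mM DTT, 0.05% BSA.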
VP16 counter: VP16 counterscreen qHTS for inhibitors of ROR gamma transcriptional activity. 310,000 compounds, 3.5% hits. Drosophila S2 Gal4-VP16 UAS-luciferase, luminescence, 20 h. Potency, µM (series often up to 53.6 µM), for inactives: at the highest dose activity, negative = inhibition, hits mostly inhibitors;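 also: Gal4-VP16 expression switched on by copper sulfate through the metallothionein promoter; % is scaled to controls: 0 for no effect and ±100 for the full control effect; nearly all actives have a fitted effect of over 50% in size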
ELG1 genotoxic: qHTS screen for small molecules that induce genotoxicity in human embryonic kidney (HEK293T) cells expressing luciferase-tagged ELG1. AID 504466, 2011. HEK293T ELG1-luciferase reporter, luminescence, 16 h. 330,000 compounds, 1.3% hits. Potency, µM (top dose mostly 46 µM), for the others: at the highest dose activity change, positive = activation, usual class: activators; also: % of control where 0% means no effect; nearly all actives have a fitted effect of over 60% in size
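Luminescence read-out: rising ELG1-luciferase signal, reflecting elevated ELG1 protein under genetic stress, flags genotoxic compounds. Cells were treated for 16 hr at 37 °C before ONE-Glo detection.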
BRCA1 expr act: qHTS Assay to Identify Small Molecule Activators of BRCA1 Expression. MCF7-BRCA1-FFLuc reporter, luminescence, 48 h; response scale: scaled: vehicle 0%, 10 µM genistein 100%. Potency, µM (top dose mostly 46.1 µM), for inactives: at the highest dose activation, usual class: activators. 380,000 compounds, 1.1% hits; also: nearly all actives have a fitted effect of over 80% in size; some results filed as inactive show a strong effect at the top dose
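Quantitative HTS in MCF7 cells stably reporting BRCA1 expression via firefly luciferase. Compound treatment lasts 48 h at 37 °C in phenol-red free MEM. Activation is expressed relative to genistein at 10 microM and DMSO.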
uPA generation: qHTS for Inhibitors of Cell Surface uPA Generation; cell surface uPA generation assay, qHTS; 330,000 compounds, 0.31% hits; Potency, µM (titrated, usually from 38.3 µM), without a hit: at the top dose activity change, negative = inhibition, hits mostly inhibitors; AID 540303, 2011; active = well fitted inhibition curve with a large enough effect; inconclusive = small, poorly fitted or top-dose-only effect; inactive = no such curve, though single readings can be large or run the other way; tested in mouse RAW 264.7 cells; also: % is scaled to controls: 0 for no effect and ±100 for the full control effect; nearly all actives have a fitted effect of over 55% in size
RORgamma inh: qHTS for inhibitors of ROR gamma transcriptional activity. Drosophila S2 Gal4-RORgamma UAS-luciferase reporter, 20 h. Nuclear receptor ROR-gamma (Mus musculus), P51450. 310,000 compounds, 5.4% hits. Potency, µM (doses to about 53.6 µM), inactives show top-dose activity change, negative = inhibition, usual class: inhibitors; also: % is scaled to controls: 0 for no effect and ±100 for the full control effect; nearly all actives have a fitted effect of over 60% in size
Target sequence (P51450 whole entry, looked up, the tested form may be a part): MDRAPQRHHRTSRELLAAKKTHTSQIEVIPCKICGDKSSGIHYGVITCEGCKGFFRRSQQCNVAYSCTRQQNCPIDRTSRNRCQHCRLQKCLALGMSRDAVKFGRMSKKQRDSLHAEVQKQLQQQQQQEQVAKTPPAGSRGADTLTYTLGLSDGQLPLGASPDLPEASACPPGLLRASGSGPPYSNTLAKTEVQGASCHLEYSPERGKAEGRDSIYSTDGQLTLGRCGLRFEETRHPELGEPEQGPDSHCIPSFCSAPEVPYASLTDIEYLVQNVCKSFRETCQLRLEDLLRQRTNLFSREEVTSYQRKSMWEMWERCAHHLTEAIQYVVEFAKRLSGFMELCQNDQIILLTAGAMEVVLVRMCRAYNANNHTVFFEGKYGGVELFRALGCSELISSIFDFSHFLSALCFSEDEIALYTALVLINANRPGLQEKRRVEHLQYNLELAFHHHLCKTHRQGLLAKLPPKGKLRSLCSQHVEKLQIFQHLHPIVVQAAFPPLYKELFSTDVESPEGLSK
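Luciferase reporter read in Schneider cells carrying Gal4-RORγ (mouse) and UAS-Photinus luciferase; cells given compound 1 h before 700 uM copper sulfate induction, then incubated 20 h at ambient temperature.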
FLuc modulator: qHTS profiling assay for firefly luciferase inhibitor/activator using purifed enzyme and Km concentrations of substrates (counterscreen for miR-21 project); Potency, µM (top dose mostly 57.5 µM), for the others: at the highest dose activity change, negative = inhibition, usual class: inhibitors; AID 588342, 2011; Luciferin 4-monooxygenase (Photinus pyralis), P08659; 360,000 compounds, 6.9% hits; purified FLuc, Km substrates, luminescence inhibition;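 also: plate controls were vehicle for no effect and reference inhibitor for full effect; nearly all actives have a fitted effect of over 55% in size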
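Biochemical qHTS of compounds, final roughly 60 µM downward over six points, against 10 nM purified firefly luciferase using Km concentrations of substrates (10 uM D-luciferin, 10 uM ATP) in Tris acetate pH 7.5 buffer; luminescence output.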
* marks the source's active call; other numbers are inactive results; ? = inconclusive; · = no result given; & = joins results of further samples; [ ] = another dose, or the depositor's remark. Unless noted, calls follow the shape of the dose curve; as a rule, active = well fitted curve in the direction sought with a large enough effect; inconclusive = small, poorly fitted or top-dose-only effect, or another doubt; inactive = no such curve, though single readings can be large; an effect the other way counts as inactive or inconclusive. Potency is read from the fitted curve at half-maximal effect. Not all compounds are listed; the hit share may differ from the screen's.

SMILES | MBNL1-CUG inh | Rab9 prom act | NPC1 prom act | p53 reactivation | MLL CXXC-DNA inh | VP16 counter | ELG1 genotoxic | BRCA1 expr act | uPA generation | RORgamma inh | FLuc modulator
O=C(CSc1nnc(Cc2cccs2)n1C1CCCCC1)N1CCN(C(=O)c2ccco2)CC1 | 0% | -14% | -3% | ? | 0% | 0% | 0% | 24% | 0% | 38% | -1%
CSc1cccc(NC(=S)N2CCC(N(C)C3CCCCC3)CC2)c1 | -6% | -3% | -8% | 4% | 4% | 7% | 0% | -64% | -4% | -14% | -1%
CCN(CC)CCOCCOC(=O)C1(c2ccccc2)CCCC1 | · | -11%[46.1 µM] | -2%[46.1 µM] | · | 11%&3% | 1% | · | 10% | ? | -15%[10 µM] | ·
COc1ccc(CNC(=O)c2cc(=O)c3ccccc3o2)cc1 | -8% | -11% | -23% | 2% | -4% | -11% | 1% | -2% | 4% | 2% | -1%
NC(=O)N/N=C/C=C/c1ccc(F)cc1 | 16% | -2% | -1% | 1% | 5% | 14% | 3% | 3% | 2% | 24% | -10%
CCOC(=O)[C@H]1[C@H]2COc3ccc(C)cc3[C@@H]2N2C(=O)c3cc(F)c(F)cc3NC(=O)[C@@]12C | · | 1% | -6% | -12% | · | · | 0% | 0% | 1% | · | 4%
COc1ccc(N(CC(=O)N2CCc3ccccc3C2)S(C)(=O)=O)cc1Cl | 5% | 5% | -3% | 9% | 0% | 0% | -2% | -7% | -4% | 1% | -1%
COc1ccc2c(c1)sc(=N)n2C | 6% | -15% | -2% | -1% | 2% | -12% | -4% | -4% | -2% | 41% | 6%
CCOc1cc2c(cc1OCC)C(C(=O)O)C(c1ccc(OC)c(O)c1)N(C)C2=O (configuration not stated) | 1% | -15% | 6% | 0% | -6% | -3% | -1% | -12% | 5% | 0% | 0%
FC(F)(F)c1ccc(NC(=S)NC2CCCCC2)cc1 | 1% | 23% | 8% | 2% | -2% | ? | -13% | -56% | 3% | 4.5µM* | ?
CCOC(=O)c1ccc(N=C2SC(C(=O)NC)CC(=O)N2Cc2ccc(F)cc2)cc1 (configuration not stated) | -2% | -5% | -4% | -1% | 9% | -3% | 6% | -13% | 4% | 13% | -2%
COc1ccc(NC(=O)COc2ccc(Br)cc2)c(OC)c1 | -10% | -1% | 18% | · | -2% | 10% | 7% | -12% | 7% | -21% | -17%
COc1ccc(C(=O)NNC(=O)CSc2nnc(-c3cccnc3)o2)cc1 | 2% | 6% | -2% | -4% | -6% | ? | 1% | -30% | 10% | 23% | 0%
CC1=C(C(=O)OCc2ccccc2)C(c2cccs2)NC(=O)N1CCCC(=O)O (configuration not stated) | -22% | -8% | 1% | 3% | 12% | 2% | 2% | -7% | 9% | -5% | 2%
O=C(CNC(=O)C1CCCCC1)Nc1ccc(Cl)cc1 | -1% | 3% | 15% | 6% | 3% | 26% | ? | 72% | 5% | 8% | -5%
COc1ccc(N2CC(C)Cn3c2nc2c3c(=O)n(CCN3CCOCC3)c(=O)n2C)cc1 (configuration not stated) | -3% | ? | 11% | -1% | -6% | -3% | -4% | -8% | 4% | -11% | -1%
O=C(CSc1ccc(Cl)cc1)NNC(=O)c1ccco1 | 9% | -3% | -5% | -5% | 4% | -9% | 8% | 0% | 0% | -5% | 1%
CCN(CC)C(=O)Cn1cc(C(=O)C(=O)NCCc2c[nH]c3ccccc23)c2ccccc21 | -5% | 2% | ? | -11% | 11% | -5% | -3% | 0% | 6% | -3% | -12%
O=C(Nc1nnc(C2=COCCO2)o1)c1cccc([N+](=O)[O-])c1 | 9% | -8% | -6% | 13% | 15% | 4µM* | 1% | -4% | 4% | 1µM* | 2%
Cc1cc(=O)[nH]c(SCC(=O)NCCOc2ccccc2)n1 | -3% | 1% | -3% | -3% | 2% | 3% | 1% | 15% | 7% | -4% | 6%
CCCCCCCCOC(=O)CCn1[nH]c(=O)c2ccccc2c1=O | 16% | 3% | 1% | 2% | -15% | ? | -1% | 16% | 5% | -9% | 2%
O=C(NCc1ccccc1)N1CCN(c2ccc(Cl)c(Cl)c2)CC1 | -1% | 0% | -5% | -7% | ? | -19% | -2% | -75% | -12% | 10% | 8%
Cc1cc(=O)[nH]c(SCC(=O)NCc2ccc3c(c2)OCO3)n1 | 1% | 6% | 1% | 2% | -4% | -3% | 0% | 0% | 2% | -14% | -1%
Cc1cccc(-c2nc(NCCCN(C)C)c3ccccc3n2)c1 | -8% | 2% | 2% | ? | ? | -7% | 18% | 22% | -1% | ? | -19%
COCCCn1c(Cc2csc(Nc3cccc(Cl)c3)n2)nnc1SCC(=O)OC | 6% | -1% | 11% | -3% | -1% | -3% | 1% | 7% | 8% | -43% | -1%
CCOC(=O)c1c(Cc2cccc(Cl)c2)c[nH]c1C | -10% | 3% | 0% | 2% | 0% | ? | 1% | -2% | 2% | ? | -6%
CCN(CC)c1nc2n(c(=O)n1)CCO2 | -8% | · | · | · | 8% | -5% | · | 6% | 6% | 5% | 3%
CCOCc1c(C(=O)OCC(=O)Nc2ccc(C)c(S(=O)(=O)N(C)C)c2)oc2ccccc12 | 4% | -3% | -5% | -6% | 1% | ? | -1% | -23% | 3% | ? | -2%
Cc1nn(C)c(C)c1S(=O)(=O)N1CCC(CO)(CC2CCCCO2)CC1 (configuration not stated) | 4% | -1% | -2% | 5% | 4% | 2% | 1% | -17% | -2% | -6% | 1%
COc1ccc(CC(=S)N2CCOCC2)cc1OC | -5% | -7% | -3% | 2% | -1% | -6% | -1% | -20% | 0% | -2% | 1%
Cc1ccc(N(CC(=O)Nc2ccc3c(c2)OCCO3)S(=O)(=O)c2c(C)noc2C)cc1 | -8% | -1% | 1% | -4% | 0% | -13% | -7% | -55% | -4% | 19% | -1%
COc1cc(CC(=O)OCC(=O)N2CCCCC2C)cc(OC)c1OC (configuration not stated) | -2% | -6% | 2% | 1% | -2% | -1% | 0% | -9% | 0% | -8% | 0%
CC1CCCN(C(=O)C(Cc2ccccc2)n2cccc2)C1 (configuration not stated) | -6% | 1% | -4% | -1% | 3% | 9% | -2% | 6% | -13% | 5% | 0%
Clc1ccc(OCCCN2CCc3ccccc3C2)c(Br)c1 | 0% | 4% | -2% | 13% | 7% | ? | -7% | -6% | 7% | -13% | ?
O=C(CSc1ccccc1Cl)NC1CCCc2ccccc21 (configuration not stated) | 7% | 2% | -1% | 10% | -2% | -9% | -1% | 20% | 14% | 5% | 1%
COc1cc(OC)c(C(=O)OCC(=O)N2CC(=O)Nc3ccccc32)cc1OC | -1% | 4% | -2% | 0% | -5% | 0% | 0% | -16% | -13% | 2% | 0%
COc1ccc(C(=O)NNC(=O)Nc2ccc(C)cc2)cc1 | 4% | 6% | 13% | 17% | 7% | 2% | 0% | -6% | 5% | -9% | -2%
CC(C)(C)[C@@H]1C=C(C(=O)N2CCN(Cc3ccccc3)CC2)O[C@H](OCCCCO)C1 | 2% | 13% | 0% | -1% | 5% | 3% | 0% | 13% | 13% | 6% | -1%
COc1ccc(NC(=O)c2ccc3c(=O)n(Cc4ccco4)c(=S)[nH]c3c2)c(OC)c1 | -6% | -2% | -4% | -7% | -5% | -1% | -6% | -23% | 0% | ? | 1%
NC(=O)c1ccc2nc(NC(=O)c3ccc(N)cc3)sc2c1 | 38%[activator] | ? | ? | 1% | -1% | -14% | 16% | 12% | -14% | 12% | 3µM*
COc1ccccc1NC(=O)Nc1ccc2[nH]c(=O)[nH]c2c1 | -4% | -3% | 0% | -2% | 5% | -3% | -5% | -3% | 7% | 11% | -3%
CN=C1S/C(=C\c2ccc(Sc3ccc(Cl)cc3)o2)C(=O)N1C | 11% | 0% | -3% | 5% | -3% | -4% | 2% | · | · | 8% | -3%
